# HT1080 IDH1KD tx: kills HT-1080 cells with IDH1 knockdown; actives 2% (n = 360,000); HT-1080 IDH1 knockdown viability, ATP luminescence, 48 h; Potency, µM (doses to about 46.1 µM), for the others: top-dose activity, negative = toxicity, most hits filed as cytotoxic;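 also: 0% = DMSO wells and -100% = cell-free medium wells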
#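 Luminescent ATP read-out (CellTiter-Glo, 10 min at room temperature) after 48 h compound exposure at 37 °C gave viability of IDH1-knockdown HT-1080 cells. Activity was normalised to DMSO and cell-free wells, then fitted as concentration-response curves.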
# HT1080-NT tox: kills 2HG-producing HT-1080-NT fibrosarcoma cells; HT-1080-NT fibrosarcoma viability, CellTiter-Glo ATP luminescence, 48 h; Potency, µM (doses to about 46.1 µM), inactives show at the highest dose activity, negative = less viability, usual class: cytotoxic; actives 1.6% (n = 360,000); AID 686970;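 also: NT is the 2HG producing partner of a matched IDH1 knockdown line; 0% = DMSO-treated cells and -100% = media-only wells without cells; nearly all actives have a fitted effect of over 55% in size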
#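 A 48-hour cytotoxicity screen used HT-1080-NT cells plated 2 hours before compound delivery. ATP-based CellTiter-Glo luminescence measured viability, normalized to DMSO and no-cell controls.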
# KB-V1 cytotox: kills drug-selected multidrug resistant KB-V1 cells; KB-V1 MDR cells viability, CellTiter-Glo, 72 h; actives 3.4% (n = 400,000); Potency, µM (highest dose often 46.1 µM), for inactives: at the highest dose activity change, negative = cytotoxicity, usual class: cytotoxic; also: nearly all actives have a fitted effect of over 60% in size
#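 Cytotoxicity via CellTiter-Glo luminescence after 72 h compound exposure at 37 degrees C. Cells: drug-selected KB-V1 line, DMEM phenol-red free plus 10% FBS. Compounds tested at multiple concentrations; normalized data fitted to concentration-effect curves.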
# * marks the source's active call; other numbers are inactive results; ? = inconclusive. Calls follow the shape of the dose curve; as a rule, active = well fitted curve in the direction sought with a large enough effect; inconclusive = small, poorly fitted or top-dose-only effect, or another doubt; inactive = no such curve, though single readings can be large; an effect the other way counts as inactive or inconclusive. Unless noted, % is scaled to controls: 0 for no effect and ±100 for the full control effect; potency is read from the fitted curve at half-maximal effect. Not all compounds are listed. The share of hits here may be higher or lower than overall.
> O=C(Nc1cccc(C(=O)N2CCOCC2)c1)C1CCCCC1
  HT1080 IDH1KD tx = 0.5%
  HT1080-NT tox = -1.4%
  KB-V1 cytotox = 2.7%
> COc1ccc(CN2C(=O)C(CC(=O)NCCCCc3ccccc3)CC(C(=O)N3CCCCCC3)=C2C)cc1 (configuration not stated)
  HT1080 IDH1KD tx = -6.2%
  HT1080-NT tox = -2.5%
  KB-V1 cytotox = -0.8%
> CC1=C(C(=O)N2CCCCCC2)CC(CC(=O)NCCc2ccccn2)C(=O)N1CCCN1CCCC1=O (configuration not stated)
  HT1080 IDH1KD tx = 5.3%
  HT1080-NT tox = 24.9%
  KB-V1 cytotox = 0.0%
> Cc1ccc(S(=O)(=O)N2CCC(=O)N([C@H](COCc3ccc(C(F)(F)F)cc3)C(C)C)CC2)cc1
  HT1080 IDH1KD tx = -28.8%
  HT1080-NT tox = -14.6%
  KB-V1 cytotox = ?
> Cc1ccc(Cc2c(-c3ccc(Cl)cc3)nc3c4ccccc4ccn23)cc1
  HT1080 IDH1KD tx = -8.7%
  HT1080-NT tox = -19.0%
  KB-V1 cytotox = 0.0%
> CCCCN1C(=O)C(CC(=O)NCCc2ccccn2)CC(C(=O)N2CCCCCC2)=C1C (configuration not stated)
  HT1080 IDH1KD tx = 2.1%
  HT1080-NT tox = 0.9%
  KB-V1 cytotox = 0.0%
> Cc1ccc(Nc2nc(N)nc(N)c2N=O)cc1Cl
  HT1080 IDH1KD tx = -0.7%
  HT1080-NT tox = 1.0%
  KB-V1 cytotox = -5.5%
> O=C(C(=Cc1ccc(O)cc1)c1ccccc1)c1ccccc1
  HT1080 IDH1KD tx = ?
  HT1080-NT tox = ?
  KB-V1 cytotox = ?

# Single records, from the list above. Screens in order: HT1080 IDH1KD tx, HT1080-NT tox, KB-V1 cytotox
# Cc1ccc(S(=O)(=O)N2CCC(=O)N([C@H](COCc3ccc(C(F)(F)F)cc3)C(C)C)CC2)cc1 is entered as -28.8%, -14.6%, ?
# O=C(Nc1cccc(C(=O)N2CCOCC2)c1)C1CCCCC1 is entered as 0.5%, -1.4%, 2.7%
# CC1=C(C(=O)N2CCCCCC2)CC(CC(=O)NCCc2ccccn2)C(=O)N1CCCN1CCCC1=O (configuration not stated) is entered as 5.3%, 24.9%, 0.0%

# 2 consecutive entries already listed, for reference:
> O=C(Nc1cccc(C(=O)N2CCOCC2)c1)C1CCCCC1
  HT1080 IDH1KD tx = 0.5%
  HT1080-NT tox = -1.4%
  KB-V1 cytotox = 2.7%
> COc1ccc(CN2C(=O)C(CC(=O)NCCCCc3ccccc3)CC(C(=O)N3CCCCCC3)=C2C)cc1 (configuration not stated)
  HT1080 IDH1KD tx = -6.2%
  HT1080-NT tox = -2.5%
  KB-V1 cytotox = -0.8%
